Compound activity as filed in PubChem.
ABCB6 inh 2 = ABCB6 transporter inhibitors, primary screen, K562-ABCB6 cells, flow cytometry, MLPCN library; ATP-binding cassette sub-family B member 6 (Homo sapiens), Q9NP58; K562-ABCB6 porphyrin accumulation, 1 h; hits give low values; fluorescence ratio to DMSO, % at 10 µM; hit rate 0.19% among 360,000;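 active = fluorescence ratio to DMSO below 75%, the collection mean minus 3 SD; inconclusive = too few cells collected in the well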;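 also: signal is porphyrin accumulated inside mitochondria; 100% equals median channel fluorescence of DMSO control wells; lower ratio means ABCB6 inhibition with less porphyrin fluorescence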
Target sequence (Q9NP58 whole entry, looked up): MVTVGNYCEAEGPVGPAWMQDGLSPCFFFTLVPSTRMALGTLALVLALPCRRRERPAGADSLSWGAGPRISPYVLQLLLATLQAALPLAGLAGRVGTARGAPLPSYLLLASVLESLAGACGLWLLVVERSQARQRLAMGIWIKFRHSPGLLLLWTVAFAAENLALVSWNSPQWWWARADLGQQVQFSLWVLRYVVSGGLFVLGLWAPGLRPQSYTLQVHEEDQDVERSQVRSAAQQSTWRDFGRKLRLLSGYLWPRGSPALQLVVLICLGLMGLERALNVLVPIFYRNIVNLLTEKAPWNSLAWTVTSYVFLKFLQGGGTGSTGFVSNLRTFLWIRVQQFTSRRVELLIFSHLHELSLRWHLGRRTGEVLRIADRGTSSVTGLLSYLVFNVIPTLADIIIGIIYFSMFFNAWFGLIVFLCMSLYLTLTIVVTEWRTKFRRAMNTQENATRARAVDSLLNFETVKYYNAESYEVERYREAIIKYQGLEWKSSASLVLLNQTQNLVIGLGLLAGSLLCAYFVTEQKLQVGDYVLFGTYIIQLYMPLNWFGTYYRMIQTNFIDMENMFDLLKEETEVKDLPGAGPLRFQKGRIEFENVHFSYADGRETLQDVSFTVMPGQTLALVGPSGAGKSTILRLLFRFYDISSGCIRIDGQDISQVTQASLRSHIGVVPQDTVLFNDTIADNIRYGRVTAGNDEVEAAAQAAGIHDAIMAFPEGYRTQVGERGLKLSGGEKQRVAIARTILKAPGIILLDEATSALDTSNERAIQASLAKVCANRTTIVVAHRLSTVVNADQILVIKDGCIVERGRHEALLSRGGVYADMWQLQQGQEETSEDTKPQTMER
iPSC survival up = enhancers of single-cell hiPSC survival, primary screen, ATPlite luminescence. 100% = ROCK inhibitor wells, 0% = DMSO. survival enhancement, % at 20 µM. hit rate 0.044% among 360,000. AID 602274, 2012; in the data active = survival enhancement above about 18%;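 also: cells exposed to compounds for 16 hours before the ATP read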
H9c2 protect = cardioprotection against H2O2-induced cell death, primary screen, uHTS, H9c2 cells, ATPLite luminescence; hit rate 0.63% among 360,000; AID 588492, 2011; protection from H2O2 cell death, % at 20 µM; H9c2 cardiomyocytes, H2O2 injury protection, 2 h;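 active = compounds giving at least 50% protection of heart cells from peroxide-induced death in the single-dose screen, raw or plate-pattern-corrected value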;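 also: 0% = DMSO wells with peroxide and 100% = DMSO wells without peroxide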
N-glyco inh = increase of ERlucT glycosylation luciferase signal, primary screen, N-linked glycosylation inhibitor project, D54 ERlucT cells, luminescence, set 2 | D54 ERlucT glycosylation luciferase reporter, 24 h; percent of 100 nM tunicamycin response | reporter increase, % at 12.5 µM | hit rate 0.23% among 360,000 | AID 588692, 2011;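 active = mean luciferase reporter signal, scaled so untreated is 0 and the glycosylation-blocking control 100, at or above a set limit in every replicate; inconclusive = mean reaches the limit but not every replicate does; inactive = mean below the limit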;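 also: luciferase carries N-glycosylation sites so blocking glycosylation raises the light; 0% = median of neutral control wells and 100% = median of 100 nM tunicamycin wells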
CaV13 FRET inh = Disruptors of the CACNA1D IQ motif to Ca2+-dependent inactivation inhibitor domain association, primary screening, Förster resonance energy transfer in intact living …. hit rate 0.098% among 340,000. inhibition, % at 12.3 µM. HEK cells, CFP/YFP FRET ICDI-IQ, plate reader, 10 min; percent FRET-ratio fall versus neutral wells;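 active = mean replicate inhibition of at least 30% and at least 1% of replicates passing that level; inconclusive = only one of the two criteria is met; inactive = neither criterion is met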;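 also: 0% = median of the neutral control wells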
HTR2A ag = mouse Htr2a agonists via beta-arrestin recruitment, primary screen, cell-based, luminescence; 5-hydroxytryptamine receptor 2A (Mus musculus), P35363; CHO-K1 mHTR2A beta-arrestin complementation; percent of 30 µM serotonin response; activation, % at 7.6 µM; hit rate 0.66% among 360,000; AID 624169, 2012;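 active = activation above a run cutoff, the mean activation of all tested compounds plus 3 SD, cut at about 14% in these data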;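 also: 0% = plate median of compound wells and 100% = 30 µM serotonin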
Vif inh = HIV Vif self-association inhibitors, primary screen, imaging, HEK293T, single point; inhibition, % at 7.49 µM; HEK293T cells, Vif self-association by quenched fluorescence, 24 h; hit rate 0.35% among 340,000; in the data active = inhibition above about 50%, passing the limit was not always enough; inconclusive = no clear call, values can overlap the other calls; inactive = below about 31%; also: some results filed as inactive read as strong as hits
aDG glyco act = activators of alpha-DG glycosylation, primary screen, uHTS, Pro5-aDG cells, AlphaScreen; activation, % at 10 µM; AID 624168, 2012; alpha-DG glycosylation AlphaScreen (IIH6); 0% Pro5, 100% B10-LARGE cell signal; hit rate 0.22% among 360,000;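 active = activation of at least 8% versus controls, or a plate z-score of at least 8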;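 also: Pro5 are CHO cells carrying HIG-tagged alpha-DG that lacks glycosylation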
Exocytosis inh = LAMP-1 surface exposure blockers, TALL-104 cells – cell-based, flow cytometry, MLPCN library, primary screen | AID 651702, 2012 | hit rate 0.66% among 360,000 | inhibition, % at 10 µM | TALL-104 LAMP-1 surface exposure; cells stimulated with thapsigargin and PMA;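 active = inhibition above about 55%, limit read from the data; inconclusive = no clear call, values can overlap the other calls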
PDI turbidity = inhibitors of human PDI, primary screen, biochemical, turbidity, single point, plate reader; PDI insulin aggregation turbidity, A650, 90 min; inhibition, % at 10 µM; hit rate 0.052% among 350,000; AID 588391, 2011;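 active = mean inhibition across replicates of 30% or more, whatever share of single replicates reach that level; inconclusive = mean inhibition below 30% while every single replicate reaches 30%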;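 also: absorbance from insulin aggregation driven by PDI reduction with DTT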
Starred values were filed as active, the others as inactive; ? = inconclusive; nt = not tested or not shown.

SMILES | ABCB6 inh 2 | iPSC survival up | H9c2 protect | N-glyco inh | CaV13 FRET inh | HTR2A ag | Vif inh | aDG glyco act | Exocytosis inh | PDI turbidity
CN(C)/C=C1\C(=O)N(c2ccc(Cl)c(Cl)c2)CS1(=O)=O | 101 | -1.2 | 2 | -4 | -4 | -1 | -2 | -0.1 | 0 | 0
O=C(Nc1ccc(O)c2c(=O)cc(-c3ccccc3Cl)oc12)c1cccs1 | 99 | -2.8 | 0 | 0 | -9 | -2 | -1 | -0.1 | -5 | 0
Cn1nnnc1Sc1ccc([N+](=O)[O-])cc1Cl | 96 | 0.0 | 3 | -2 | -7 | 0 | 5 | 0.3 | -1 | 8
O=C(Nc1ccsc1C(=O)N1CCCC1)c1ccccc1 | 95 | 1.7 | 1 | -1 | 1 | 6 | 9 | 0.0 | -4 | 4
Cn1c(CN2CCN(c3cccc(Cl)c3)CC2)nc2ccccc21 | 97 | 3.1 | 0 | 0 | -5 | 0 | -3 | 0.1 | 0 | 3
COc1ccc(OC)c2c(=O)cc(C(=O)O)[nH]c12 | 97 | 0.4 | 0 | 1 | -5 | 7 | -2 | -0.1 | 31 | -1
COc1ccc(CNC(=O)c2sc(=O)n(Cc3ccccc3OC)c2C)cc1 | 98 | 3.5 | -1 | -9 | 12 | -6 | -4 | -0.1 | -8 | -10
COc1cc(OC)cc(C(=O)N2CCC(N3CCCCCC3)CC2)c1 | 96 | -0.8 | -1 | -4 | -5 | -1 | -1 | -0.3 | -2 | -3
ON=C1c2ccccc2-c2ccc(O)cc21 | 101 | -1.0 | -8 | 2 | -2 | -1 | -5 | -0.2 | 6 | 3
CC(C)C(NC(=O)c1ccccc1)C(=O)N/N=C\c1ccco1 (stereo unspecified) | 102 | -0.6 | 2 | 0 | -6 | 3 | 0 | 0.1 | 1 | 13
c1ccc(Oc2cccc(OCCCCSc3ncccn3)c2)cc1 | 99 | 2.1 | -10 | -3 | -2 | 1 | -13 | 0.6 | 3 | -3
COc1ccc(CNc2oc(-c3cccc4ccccc34)nc2P(=O)(OC)OC)cc1 | 101 | -0.5 | -4 | -1 | 6 | -4 | 27 | 0.6 | 18 | 13
CCOC(=O)c1cc(C)n(-c2ccc(OC)c(OC)c2)c1C | 98 | 1.9 | 2 | 0 | nt | 2 | 16 | 0.2 | -5 | -9
C[C@@H](C(=O)OCn1nnc2ccccc2c1=O)N1C(=O)C2CCCCC2C1=O (stereo partly specified) | 96 | -0.3 | 4 | -1 | -1 | -1 | 3 | -0.1 | -5 | -5
COc1cc(/C=C2/C(=O)ON=C2C)ccc1OCc1ccccc1F | 85 | -2.4 | -12 | 4 | -2 | 2 | -3 | 0.1 | 61* | 0
CN(C)c1nc(N(C)C)nc(N2CC(=O)N(c3ccccc3)C2=N)n1 | 101 | -0.6 | 2 | 1 | 5 | 11 | 0 | -0.1 | 3 | -4
O=C(Nc1ccc(CN2CCCCC2)cc1)Nc1ccc(Br)cc1Cl | 96 | -3.1 | -20 | -4 | 5 | -6 | -1 | -0.4 | 22 | -2
CCOC(=O)Nc1sc2c(c1C#N)CCCC2 | 101 | 0.6 | 1 | 0 | -5 | -4 | -15 | -0.1 | 11 | 2
O=C(N/N=C/c1ccc(Cl)c(Cl)c1)c1ccc2nc[nH]c2c1 | 91 | 0.5 | 6 | 23 | -7 | -2 | ? | 0.0 | 11 | 1
CN(C)c1cccc(N(C)C)c1CNC(=O)C(C)(C)C | 95 | -0.6 | 6 | -1 | -2 | -1 | 3 | 0.0 | -2 | -13
C=CCn1c(SCC(=O)Nc2ccc(N3CCOCC3)cc2)nnc1-c1ccco1 | 99 | -0.5 | -2 | 2 | -3 | 3 | 3 | 0.0 | 2 | -20
CCCCn1c(N)c(N(Cc2ccccc2OC)C(=O)COc2ccc(F)cc2Cl)c(=O)[nH]c1=O | 107 | -0.1 | -5 | -1 | nt | -2 | 0 | 0.0 | -11 | -2
CCOC(=O)Cc1csc(SCc2nc3sc4c(c3c(=O)[nH]2)CCC4)n1 | 101 | 0.5 | 33 | 0 | nt | 1 | -21 | 2.0 | -2 | -3
COc1cc([N+](=O)[O-])ccc1-c1ccc(/C=N\n2cnnc2)o1 | 136 | -0.1 | 6 | 2 | -99 | -3 | 177* | 0.0 | -9 | 0
Cc1nc(N2CCOCC2)sc1C=O | 97 | 0.1 | 7 | 2 | -5 | -2 | -3 | -0.1 | -6 | -4
CC1CC(C)CN(S(=O)(=O)c2ccc(NC(=O)CCNC(=O)c3ccc([N+](=O)[O-])cc3)cc2)C1 (stereo unspecified) | 96 | -0.3 | -4 | 2 | -6 | -2 | -1 | 0.3 | -3 | -4
S=C(Nc1ccccc1)N1CCn2c(nc3ccccc32)C1 | 97 | -1.1 | -3 | -2 | -5 | 1 | 58* | 1.1 | -2 | 16
Cc1ccc(OCc2cc(C(=O)N3CCN(c4ccccc4)CC3)no2)cc1C | 95 | 0.1 | 0 | -5 | -6 | -5 | -6 | 0.2 | 1 | -5
Cc1ccc(NC(=O)CC2S/C(=N/N=C3/NC(=O)CS3)NC2=O)cc1 (stereo unspecified) | 98 | -0.7 | 6 | 4 | -5 | -4 | -1 | -0.1 | -1 | 1
c1ccc(-c2nnc(Cn3c4ccccc4c4nc5ccccc5nc43)o2)cc1 | 101 | 0.2 | -9 | 1 | nt | 1 | 3 | -0.1 | -2 | -7
O=C(O)c1ccc(Nc2ncc([N+](=O)[O-])cc2[N+](=O)[O-])cc1 | 94 | 0.0 | -8 | 2 | -4 | 4 | 7 | -0.3 | 3 | 22
N#Cc1ccc2ccn(CC(=O)N3CCCc4ccccc43)c2c1 | 103 | 3.4 | 3 | -3 | -8 | -2 | -4 | 0.0 | -11 | -3
O=C(COc1ncnc2ccccc12)NCCc1ccccc1 | 99 | -0.7 | -3 | 2 | 2 | -3 | 11 | 0.0 | -1 | 0
Cc1ccc(-c2nc(C3CCCN(S(=O)(=O)c4ccc(C(C)(C)C)cc4)C3)no2)cc1 (stereo unspecified) | 97 | -1.2 | -30 | 1 | -6 | 1 | -13 | -0.1 | 5 | 16
O=C(CSc1ccc(C(F)(F)F)cn1)Nc1ccccc1 | 86 | 0.4 | -1 | 0 | -5 | 0 | 21 | 0.0 | 2 | 8
CCOC(=O)c1ccc(N2C(=O)C=CC2=O)cc1 | 96 | -2.3 | -14 | 0 | nt | 2 | 1 | -0.3 | 105* | 4
CCc1ccc2nc(SCC(=O)N(CC)CC)c(C#N)cc2c1 | 188 | 2.1 | -9 | 4 | -4 | 4 | nt | 0.8 | 4 | 4
COc1ccccc1N(C(=O)c1snc(C(N)=O)c1N)C(C(=O)NCc1ccccc1)c1ccc(O)cc1 (stereo unspecified) | 92 | -0.2 | 2 | -1 | -3 | -2 | -3 | 0.0 | 50 | -12
COc1ccc(NC(=O)CN(C)C(=O)C(C)Sc2ccccc2)cc1 (stereo unspecified) | 89 | 0.3 | -3 | 1 | nt | 3 | -14 | -0.3 | -7 | 7
CCOC(=O)C1CCCN(CC(O)COCc2ccc3c(c2)OCO3)C1 (stereo unspecified) | 93 | 0.8 | 3 | 1 | -2 | -1 | 26 | -0.1 | -4 | 7
CCOC(=O)c1ccc(NC(=O)CSc2nc(N3CCOCC3)nc(N3CCOCC3)n2)cc1 | 100 | -0.5 | -8 | -1 | -7 | -2 | 5 | 0.0 | 2 | 0
O=C(O)c1c(C(=O)O)c(-c2ccc(F)cc2)n2c1CCC2 | 98 | -0.7 | 5 | 3 | -4 | 3 | 3 | -0.2 | -2 | 8
CCC(=O)NC(=S)Nc1ccc(N2CCN(C(=O)c3ccc(Cl)cc3)CC2)cc1 | 100 | -2.7 | -14 | -2 | -6 | 13 | -18 | 1.8 | 8 | 3
Cn1c(=O)cc(SCC(=O)NCCCN2CCOCC2)c2ccccc21 | 85 | -1.4 | 4 | nt | -6 | 0 | nt | 0.1 | -1 | 14
CCCNC(=O)c1cc(C2CCCCN2S(=O)(=O)c2ccc(F)cc2F)on1 (stereo unspecified) | 97 | -1.9 | -3 | 1 | -5 | -1 | 3 | -0.1 | -3 | 6
CN(C)C(=O)N1CCC(C(=O)NCc2ccc3c(c2)OCO3)CC1 | 99 | 4.5 | 5 | -1 | -2 | 1 | 1 | 0.1 | -1 | 5
COc1ccc(CNC(=O)CN2C(=O)c3ccccc3C2=O)cc1 | 97 | -0.5 | 4 | 0 | -5 | -2 | -2 | 0.0 | -4 | 1
O=C1c2ccc(-c3ccc(Cl)c(C(F)(F)F)c3)cc2S(=O)(=O)c2cccc(C(=O)N3CCN(c4ncc(Br)cn4)CC3)c21 | 99 | 1.9 | -6 | -6 | -4 | 3 | -3 | -0.2 | -2 | 3
CCSc1nnc(-c2ccccc2NC(C)=O)c(=O)[nH]1 | 97 | 1.0 | 6 | -2 | -5 | -2 | -5 | -0.1 | -4 | -5

Some of the entries above in a different format.
| Structure | ABCB6 inh 2 | iPSC survival up | H9c2 protect | N-glyco inh | CaV13 FRET inh | HTR2A ag | Vif inh | aDG glyco act | Exocytosis inh | PDI turbidity |
| --- | --- | --- | --- | --- | --- | --- | --- | --- | --- | --- |
| CCOC(=O)C1CCCN(CC(O)COCc2ccc3c(c2)OCO3)C1 (stereo unspecified) | 93 | 0.8 | 3 | 1 | -2 | -1 | 26 | -0.1 | -4 | 7 |
| CCOC(=O)c1ccc(NC(=O)CSc2nc(N3CCOCC3)nc(N3CCOCC3)n2)cc1 | 100 | -0.5 | -8 | -1 | -7 | -2 | 5 | 0.0 | 2 | 0 |
| O=C(O)c1c(C(=O)O)c(-c2ccc(F)cc2)n2c1CCC2 | 98 | -0.7 | 5 | 3 | -4 | 3 | 3 | -0.2 | -2 | 8 |
| CCC(=O)NC(=S)Nc1ccc(N2CCN(C(=O)c3ccc(Cl)cc3)CC2)cc1 | 100 | -2.7 | -14 | -2 | -6 | 13 | -18 | 1.8 | 8 | 3 |
| Cn1c(=O)cc(SCC(=O)NCCCN2CCOCC2)c2ccccc21 | 85 | -1.4 | 4 | nt | -6 | 0 | nt | 0.1 | -1 | 14 |
| CCCNC(=O)c1cc(C2CCCCN2S(=O)(=O)c2ccc(F)cc2F)on1 (stereo unspecified) | 97 | -1.9 | -3 | 1 | -5 | -1 | 3 | -0.1 | -3 | 6 |
| CN(C)C(=O)N1CCC(C(=O)NCc2ccc3c(c2)OCO3)CC1 | 99 | 4.5 | 5 | -1 | -2 | 1 | 1 | 0.1 | -1 | 5 |

Rows are unselected; about 3.1% have a hit in one of these screens.
